# Source: PubChem BioAssay
# XIAP displacement: small molecules displacing peptide from XIAP – biochemical, IAP family, fluorescence polarization (AID 1018); XIAP BIR domain, fluorescence polarization peptide displacement; higher % means a stronger effect; displacement, % at 20 µM, or IC50 in µM where a hit was titrated; 0.007% of 200,000 active; in the data active = displacement above about 50%; also: a part of the inactive calls stands beside numbers as strong as those of hits
# TNAP activators: stimulation of alkaline phosphatase TNAP activity – biochemical, luminescent, no phosphate acceptor, uHTS, primary screen (AID 1001); purified TNAP, luminescent activation assay, no phosphate acceptor; higher activation fold means a stronger effect; activation fold at 20 µM, or EC50 in µM where a hit was titrated; 0.03% of 200,000 active; in the data active = activation fold from about 3, or a potency from the dose series; inactive = the rest, 99 in 100 with activation fold below about 1.6; also: many of its hits are not listed in these tables
# PMI inhibitors: inhibitors of human PMI, primary screen, biochemical, fluorescence intensity, coupled assay (AID 1209). purified PMI enzyme, coupled fluorescence intensity; higher % means a stronger effect. one-dose inhibition, % at 20 µM; IC50 in µM for titrated hits. 0.42% of 190,000 active;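 also: plate controls were DMSO vehicle for no effect and wells lacking substrate for full effect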
# LYP inhibition: inhibitors of LYP phosphatase, biochemical, fluorescence intensity, uHTS (AID 1779) | recombinant LYP phosphatase, fluorescence intensity; higher % means a stronger effect | one-dose inhibition, % at 11.5 µM; IC50 in µM for titrated hits | 0.054% of 290,000 active;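 also: plate controls were vehicle with enzyme for no effect and no enzyme for full effect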
# P. falciparum M17LAP: P. falciparum M17LAP inhibitors, primary screen, biochemical, fluorogenic H-Leu-NHMec substrate, 1536-well (AID 1619) | recombinant M17LAP, H-Leu-NHMec fluorogenic kinetic assay; higher % means a stronger effect | inhibition, % at 30 µM; hits with a dose series show IC50 in µM | 0.38% of 220,000 active;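 active = compound inhibiting the enzyme by more than half at any dose during confirmatory dose-response retesting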;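 also: plate controls were full reaction with DMSO carrier for no effect and no enzyme background for full effect; strong numbers were not always called active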
# WT yeast gro inh: growth inhibition of WT yeast, mitochondrial fusion screen. inhibition, % at 10 µM. mitochondrial fusion phenotypic screen, WT strain. 2.1% of 190,000 active; in the data active = inhibition above about 58%; tested in S. cerevisiae
# human PMI inhibitors: human PMI inhibitors, high substrate, primary screen, biochemical, fluorescence intensity, high mannose 6-phosphate (AID 1220); one-dose inhibition, % at 20 µM; IC50 in µM for titrated hits; 0.66% of 190,000 active; recombinant PMI enzyme, coupled fluorescence intensity; higher % means a stronger effect
# M1AAP inhibition: malaria alanyl aminopeptidase activity blockers – biochemical, fluorogenic H-Leu-NHMec substrate, 1536-well (AID 1445); recombinant M1AAP, H-Leu-NHMec fluorogenic kinetic assay; higher % means a stronger effect; inhibition, % at 30 µM; hits with a dose series show IC50 in µM; 0.42% of 220,000 active;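 active = primary inhibition above the hit cutoff, then over 50% inhibition at one or more dose response concentrations, cut at about 23% in these data, passing the limit was not always enough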;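 also: plate controls were DMSO full reaction for no effect and no enzyme background for full effect; strong numbers were not always called active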
# Yfh1-off respiration: mitochondrial function rescue without frataxin homolog – Friedreich's ataxia, plus single-dose screen, dose response (AID 1465) | one-dose fold induction at 50 µM; EC50 in µM for titrated hits | 0.074% of 220,000 active | S. cerevisiae Yfh1-off respiration, WST-1 reduction, 72 h; higher fold induction means a stronger effect;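 active = fold induction of absorbance versus untreated yeast above a set limit, then at least 30% activation at any dose in follow-up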;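 also: activators that raise dye reduction in frataxin-depleted yeast; strong numbers were not always called active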
# WT yeast gro inh mutant strain: further read-out of WT yeast gro inh, marked with its call; inhibition, %; mitochondrial fusion phenotypic screen, mutant strain inhibition
# An asterisk follows results filed as active; i = inactive; x = no result given; & = joins results of further samples. Rule as the data show it, unless noted: active = inhibition above about 50%; inactive = the rest.
# Each structure is followed by: P. falciparum M17LAP	M1AAP inhibition	Yfh1-off respiration	PMI inhibitors	XIAP displacement	LYP inhibition	TNAP activators	WT yeast gro inh mutant strain	human PMI inhibitors	WT yeast gro inh
- NC(=O)C1CCN(c2nc(-c3ccccc3)nc3ccccc23)CC1
→ 17%	4%	i	21%	-9.7%	-1%	1.1	-2	16%	1
- OC(COc1ccccc1)CN1CCCC1 (stereo not given)
→ 2%	-3%	i	-9%	-2.1%	-3%	1.1	5	-12%	-3
- CCC(=O)Nc1sc2c(c1C#N)CC(C)(CC)OC2 (stereo not given)
→ 3%	3%	i	-3%	-4.4%	2%	1.1	-2	-5%	-9
- CCOc1ccc(N(CC(=O)Nc2c(C)n(C)n(-c3ccccc3)c2=O)S(=O)(=O)c2ccccc2)cc1
→ x	x	i	8%	0.2%	-9%	1.1	-6	7%	1
- COCCC(=O)N(Cc1ccc2c(c1)OCO2)C(C(=O)NC1CCCCC1)c1ccncc1 (stereo not given)
→ 0%	4%	i	0%	-1.5%	-4%	1.1	20	7%	2
- CCCC(=O)Nc1nnc(-c2ccccc2)o1
→ -1%	5%	x	5%	-5.1%	-5%	1.1	13	4%	-7
- c1cc(-c2nnc3n2CCCCC3)ccn1
→ 2%	-6%	i	-6%	-5.9%	-3%	1.1	-18	-3%	-12
- CC(C)OC1(c2ccccc2)OC(=O)c2ccccc21 (stereo not given)
→ 7%	0%	i	x	x	-7%	x	x	x	x
- N/C(=N\OC(=O)c1cccc2ccccc12)c1ccc(Br)cc1
→ -4%	3%	i	-7%	-8.4%	-4%	1	64*	3%	77*
- CCn1c(C)nc2cc(S(=O)(=O)N3CCCC3)ccc21
→ 1%	-3%	i	5%	-4.6%	-9%	1.1	2	14%	-6
- CCC1CCC/C1=N\NC(=O)c1cc(C)[nH]n1 (stereo not given)
→ 2%	9%	i	15%	-3.9%	-10%	1.2	-5	7%	-22
- CCc1nc(SCC(=O)NCCc2ccccc2)c2c(=O)n(C)c(=O)n(C)c2n1
→ -14%	-3%	i	x	x	-7%	x	x	x	x
- Cc1ccc(-c2c3c(=O)n(C)c(=O)n(C)c3cn2CCCN2CCOCC2)cc1
→ 6%	0%	i	-7%	-9.1%	-6%	1	6	-14%	5
- CCCC(C(=O)OCC)P(=O)(c1ccccc1)c1ccccc1 (stereo not given)
→ 15%	4%	i	6%	44%	-12%	1.1	-7	10%	-6
- CCn1nnnc1SCC(=O)Nc1cc(OC)cc(OC)c1
→ -7%	-5%	i	2%	-5.3%	-9%	1.1	-5	2%	-3
- CC1(C)CC(N(Cc2ccco2)C(=O)Cc2ccccc2)CCO1 (stereo not given)
→ 6%	-2%	i	-5%	-0.9%	-7%	1	-23	-5%	-2
- O=C(c1sc(N2CCOCC2)nc1-c1ccccc1)N1CCCCC1
→ 1%	-3%	i	2%	-3.5%	-3%	1.1	-1	-4%	23
- O=C(Cc1ccccc1[N+](=O)[O-])NCc1ccco1
→ 3%	1%	i	-12%	0.8%	-6%	1.1	6	0%	-7
- COC(=O)Nc1nnc(Cc2ccccc2)s1
→ 2%	-4%	i	7%	-0.6%	-10%	1	14	14%	3
- O=C(CCS(=O)(=O)Cc1ccccc1)N1CCN(Cc2ccccc2)CC1
→ 6%	2%	i	-12%	-5.3%	-2%	1.2	-1	-21%	11
- CCn1ncc(-c2ccnc3cc(C(=O)O)nn23)c1C
→ -29%	5%	i	0%	-46%	-6%	1	-4	2%	-3
- CN1CCN(C(=S)NC(=O)/C=C/c2ccccc2)CC1
→ 3%	13%	i	-4%	-4.2%	-3%	1	10	-9%	4
- Cc1ccc(C)c(N2CCN(S(=O)(=O)c3ccc4c(c3)CCC(=O)N4)CC2)c1
→ -11%	-5%	i	16%	-4.3%	-3%	1.1	29	16%	53
- CCN(CC)CC(=O)Nc1ccc(-c2ccc(NC(=O)CN(CC)CC)c(OC)c2)cc1OC
→ 3%	2%	i	-6%	-3.0%	-3%	1.1	10	-7%	-5
- C=CCn1c(SCC(=O)NCC2CCCO2)nnc1-c1ccccc1 (stereo not given)
→ -3%	3%	i	6%	-8.1%	5%	1.1	-4	15%	-6
- Cc1ccc2nc(-c3ccccn3)cc(C(=O)NC3CCN(C)CC3)c2c1
→ 6%	-4%	i	19%	-0.3%	-6%	1.1	-1	12%	5
- N#C/C(=C\c1ccc(-c2ccccc2[N+](=O)[O-])o1)C(=O)Nc1nc(-c2cccs2)cs1
→ 3%	19%	i	30%	-13%	-1%	0.7	13	53%*	3
- Cc1cc(N2CCN(C)CC2)nc2ccc(NC(=O)c3ccc4c(c3)OCO4)cc12
→ -4%	5%	i	6%	-5.6%	-1%	1	1	0%	-2
- C/C(=C\C(=O)c1cccnc1)Nc1ccc(C(=O)O)cc1
→ 8%	4%	i	81%*	-4.5%	-2%	1.1	17	x	2
- CCCCOCCCNC(=O)c1cccs1
→ 6%	20%	i	9%	-3.6%	-2%	1.1	-70	10%	-5
- Cc1cccc2cc(CN(CCN3CCOCC3)C(=O)Nc3ccccc3F)c(=O)[nH]c12
→ 18%	8%	i	14%	-5.1%	-6%	1.2	14	6%	10
- CC1=CCC2C(=O)N(c3ccccc3OC(=O)c3ccccc3F)C(=O)C2C1 (stereo not given)
→ 5%	6%	i	-6%	-6.8%	-5%	1.1	-6	-3%	2
- CCC1=NN(C(=O)COc2ccccc2C)C(O)(c2ccncc2)C1 (stereo not given)
→ x	x	i	0%	-4.6%	-2%	1	-5	0%	-10
- Cc1ccc(NC(=O)Nc2ccc(F)cc2F)c(OC(F)F)c1
→ -4%	-4%	i	-6%	-4.2%	-4%	1.2	15	-5%	-9
- CC(C)CC(NS(=O)(=O)c1ccc2c(c1)oc(=O)n2C)C(=O)NCc1cccnc1 (stereo not given)
→ 5%	5%	i	6%	-2.7%	-7%	1.1	0	1%	-2
- CC(C)NC(=O)c1ccc(COCC(F)(F)F)cc1
→ 8%	-2%	i	-4%	-5.4%	-8%	1.1	-7	-8%	-9
- Cc1[nH][nH]c(=O)c1[C@@H](c1ccccc1[N+](=O)[O-])C(C#N)C#N
→ 12%	6%	i	x	x	-3%	x	x	x	x
- COc1ccc2nc(NC(C)=O)sc2c1
→ -9%	-4%	i	3%	-15%	-1%	1.1	-5	0%	-5
- CS(=O)(=O)Nc1cccc(C2=NN(S(C)(=O)=O)C(c3ccc4c(c3)OCO4)C2)c1 (stereo not given)
→ 5%	9%	i	-1%	-5.7%	0%	1.1	-2	-1%	3
- Cc1cccc2sc(NC(=O)CCNS(=O)(=O)c3cccs3)nc12
→ 4%	7%	i	14%	-3.0%	0%	1	0	1%	17
- CN(CCCNC(=O)C1CCN(S(=O)(=O)c2cccc3nsnc23)CC1)Cc1ccccc1
→ -2%	-1%	i	6%	-3.3%	-6%	1	5	7%	2
- O=C(COc1ccc(Cl)cc1Cl)NN=C1CCCCC1
→ -8%	9%	i	1%	8.0%	-8%	1	-21	3%	1
- N#Cc1nnn(-c2ccc(Cl)cc2)c1N
→ -5%&12%	1%&4%	i	7%	-7.0%	-7%&-8%	1.1	-8	7%	-17
- CS(=O)(=O)N1CCN(C2CCN(Cc3ccccc3)CC2)CC1
→ -6%	3%	x	-1%	-1.7%	-10%	1	7	0%	3
- COc1ccc(-n2nnnc2SC(C)C(N)=O)cc1 (stereo not given)
→ -17%	6%	i	11%	-4.4%	-5%	1.1	1	9%	1

# As a working copy, part of the list above.
# Each structure is followed by: P. falciparum M17LAP	M1AAP inhibition	Yfh1-off respiration	PMI inhibitors	XIAP displacement	LYP inhibition	TNAP activators	WT yeast gro inh mutant strain	human PMI inhibitors	WT yeast gro inh
- CC(C)CC(NS(=O)(=O)c1ccc2c(c1)oc(=O)n2C)C(=O)NCc1cccnc1 (stereo not given)
→ 5%	5%	i	6%	-2.7%	-7%	1.1	0	1%	-2
- CC(C)NC(=O)c1ccc(COCC(F)(F)F)cc1
→ 8%	-2%	i	-4%	-5.4%	-8%	1.1	-7	-8%	-9
- Cc1[nH][nH]c(=O)c1[C@@H](c1ccccc1[N+](=O)[O-])C(C#N)C#N
→ 12%	6%	i	x	x	-3%	x	x	x	x
- COc1ccc2nc(NC(C)=O)sc2c1
→ -9%	-4%	i	3%	-15%	-1%	1.1	-5	0%	-5
- CS(=O)(=O)Nc1cccc(C2=NN(S(C)(=O)=O)C(c3ccc4c(c3)OCO4)C2)c1 (stereo not given)
→ 5%	9%	i	-1%	-5.7%	0%	1.1	-2	-1%	3
- Cc1cccc2sc(NC(=O)CCNS(=O)(=O)c3cccs3)nc12
→ 4%	7%	i	14%	-3.0%	0%	1	0	1%	17

# Profiles, looked up by structure. Screens in order: P. falciparum M17LAP, M1AAP inhibition, Yfh1-off respiration, PMI inhibitors, XIAP displacement, LYP inhibition, TNAP activators, WT yeast gro inh mutant strain, human PMI inhibitors, WT yeast gro inh
# CS(=O)(=O)Nc1cccc(C2=NN(S(C)(=O)=O)C(c3ccc4c(c3)OCO4)C2)c1 (stereo not given) in the list: 5%, 9%, i, -1%, -5.7%, 0%, 1.1, -2, -1%, 3
# COc1ccc2nc(NC(C)=O)sc2c1 in the list: -9%, -4%, i, 3%, -15%, -1%, 1.1, -5, 0%, -5
# N#Cc1nnn(-c2ccc(Cl)cc2)c1N in the list: -5%&12%, 1%&4%, i, 7%, -7.0%, -7%&-8%, 1.1, -8, 7%, -17

# The list goes on:
# Each structure is followed by: P. falciparum M17LAP	M1AAP inhibition	Yfh1-off respiration	PMI inhibitors	XIAP displacement	LYP inhibition	TNAP activators	WT yeast gro inh mutant strain	human PMI inhibitors	WT yeast gro inh
- CC1CCC(NC(=O)C2CC(=O)N(c3ccc4c(c3)OCCO4)C2)CC1 (stereo not given)
→ 3%	5%	i	-10%	-11%	-2%	1.1	-17	-3%	0
- CCOC(=O)C1CCCN(c2ncnc3c2cnn3-c2cccc(C)c2)C1 (stereo not given)
→ -11%	0%	i	-6%	-4.9%	6%	1	6	-2%	-8
- O=C(O)c1cccc(N2C(=O)c3ccc4c5c(ccc(c35)C2=O)C(=O)N(c2cccc(C(=O)O)c2)C4=O)c1
→ 17%	12%	i	x	x	3%	x	x	x	x
- COc1ccccc1NC(=S)N1CCN(c2ccccn2)CC1
→ -4%	7%	i	9%	-5.5%	42%	1	-6	9%	-9
- CN(C)S(=O)(=O)Oc1ccccc1C(=O)Nc1cccc(C(F)(F)F)c1
→ -6%	7%	i	-6%	-1.0%	-4%	1	37	-2%	3
- O=C(O)CCc1nn2c3ccccc3n(CC(=O)c3ccccc3)c2nc1=O
→ -58%	4%	i	-8%	-5.5%	-11%	1.2	-15	-9%	-4
- Cc1ccc(NC(=O)C(=O)NCCOc2ccc(Cl)cc2)c(C)c1
→ -6%	7%	i	7%	-5.0%	-2%	1.2	17	-8%	-2
- Cc1cccc(C(=O)N2CCCN(C(=O)c3cccc(C)c3)CC2)c1
→ 4%	-1%	i	-1%	-1.1%	0%	1	0	2%	-17
- O=C(NCCCO)c1ccc(CSc2nc3ccccc3[nH]2)cc1
→ 6%	7%	i	6%	-4.0%	-5%	1.1	2	-1%	0
